Giardia FBPA inh = qHTS Assay for Inhibitors of Fructose-1,6-bisphosphate Aldolase from Giardia Lamblia; Potency, µM (series often up to 59.6 µM), for inactives: at the highest dose activity, negative = inhibition, most hits filed as inhibitors; purified Giardia FBPA; A8B2U2; 290,000 compounds, 0.71% hits; AID 2451, 2010; further: potency means the concentration at half of the fitted maximal effect; nearly all actives have a fitted effect of over 55% in size
Target sequence (A8B2U2 whole entry, looked up): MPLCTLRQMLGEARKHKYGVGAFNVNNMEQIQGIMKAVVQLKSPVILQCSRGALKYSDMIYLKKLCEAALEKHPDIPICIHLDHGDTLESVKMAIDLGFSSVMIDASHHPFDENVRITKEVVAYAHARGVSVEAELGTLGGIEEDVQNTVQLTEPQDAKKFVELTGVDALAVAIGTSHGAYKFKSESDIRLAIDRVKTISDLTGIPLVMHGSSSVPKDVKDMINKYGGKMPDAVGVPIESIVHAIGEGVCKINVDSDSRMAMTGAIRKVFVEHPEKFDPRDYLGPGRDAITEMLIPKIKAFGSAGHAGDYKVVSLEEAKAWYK
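40 nM FBPA preincubated 10 min at RT with compound (up to 57.5 uM final), then substrate plus GAPDH/TPI/NAD/arsenate coupling and diaphorase/resazurin added. Fluorescence read after 20 min at RT, 525/598 nm.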
AMA1 RON2 block = qHTS for Inhibitors of AMA1-RON; Towards Development of Antimalarial Drug Lead: Primary Screen. AlphaScreen AMA1-biotinylated RON2 peptide binding. Potency, µM (series often up to 58.2 µM), for the others: top-dose activity change, negative = inhibition, hits mostly inhibitors. 360,000 compounds, 0.2% hits. AID 720542, 2013;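 further: potency means the concentration at half of the fitted maximal effect; 0% = vehicle wells and -100% = peptide control; nearly all actives have a fitted effect of over 45% in size; some results filed as inactive show a strong effect at the top dose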
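AMA1 (3D7) with his tag at 25 nM final met compounds first, then biotinylated RON2 peptide at 25 nM; detection used donor plus acceptor beads, 10 µg/mL apiece, read by AlphaScreen after 30 min at room temperature.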
HCV inhibitor = qHTS Assay for Inhibitors of Hepatitis C Virus (HCV). Huh7.5.1 HCVcc-Cre infection, luciferase reporter, 44 h. Potency, µM (doses to about 41.8 µM), inactives show at the top dose activity change, negative = inhibition, hits mostly inhibitors. 340,000 compounds, 3.4% hits. AID 651820, 2012; further: potency means the concentration at half of the fitted maximal effect
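Compounds are dispensed onto cells plated 4 h earlier at 1,000 per well, with HCVcc-Cre virus (about 0.5 moi) added next. Following 44 h of culture, luminescent signal is measured for 15 sec after 15 min with substrate at room temperature.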
Sm TGR inh = qHTS Assay for the Inhibitors of Schistosoma Mansoni Peroxiredoxins | 360,000 compounds, 3% hits | Potency, µM (doses to about 114 µM), for inactives: at the highest dose activity change, negative = inhibition, usual class: inhibitors | purified TGR, DTNB reduction, TNB absorbance 405 nm; further: potency means the concentration at half of the fitted maximal effect; nearly all actives have a fitted effect of over 60% in size
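TGR 20 nM + NADPH 100 uM (dispensed conc.), cpd preinc 15 min RT; start with NADPH (500 uM addition) then DTNB (15 mM addition). Kinetic TNB absorbance, 405 nm filter. Four-parameter Hill fit across titration.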
HCMV inh = qHTS Assay for inhibitors of the human cytomegalovirus (HCMV) | 410,000 compounds, 4.5% hits | activity change, negative = inhibition, % at 57.5 µM | AID 1259415, 2018 | HFF cells, HCMV-luciferase reporter, 72 h; active compounds read low; in the data active means activity change below about -60%; inconclusive means no clear call, values can overlap the other calls; inactive means above about -39%
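Human foreskin fibroblasts infected with luciferase-reporter HCMV at MOI 1 PFU/cell, compounds at two doses. Luciferase measured 72 h post infection; normalized to buffer-only basal and Salinomycin (10uM) controls.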
AmpC inh detg = qHTS Inhibitors of AmpC Beta-Lactamase (assay with detergent) | P00811 | AmpC hydrolysis of nitrocefin, absorbance 480 nm, 0.01% Triton | Potency, µM (titrated, usually from 114 µM), inactives show at the top dose activity change, negative = inhibition, most hits filed as inhibitors | 370,000 compounds, 0.041% hits;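 further: potency means the concentration at half of the fitted maximal effect; 0% = no-compound wells and -100% = no-enzyme wells; nearly all actives have a fitted effect of over 25% in size; some results filed as inactive show a strong effect at the top dose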
Target sequence (P00811 whole entry, looked up): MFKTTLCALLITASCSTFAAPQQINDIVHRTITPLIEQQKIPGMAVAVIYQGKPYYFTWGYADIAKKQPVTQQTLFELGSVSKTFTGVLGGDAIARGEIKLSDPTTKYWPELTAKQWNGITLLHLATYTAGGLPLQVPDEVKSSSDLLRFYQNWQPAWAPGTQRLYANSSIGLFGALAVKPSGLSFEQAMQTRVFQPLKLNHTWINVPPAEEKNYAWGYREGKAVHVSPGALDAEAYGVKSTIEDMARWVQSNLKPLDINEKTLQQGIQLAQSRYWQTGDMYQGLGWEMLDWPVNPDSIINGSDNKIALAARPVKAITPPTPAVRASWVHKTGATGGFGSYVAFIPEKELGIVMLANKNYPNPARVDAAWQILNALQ
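20 mM phosphate pH 7.0 + 0.01% (detergent screen) or 0.0001% Triton X-100; 5.3 nM AmpC reagent; cpd preinc 15 min RT; nitrocefin (800 uM stock) to start; A480 q20 s × 4 min; Activity was normalised to no-enzyme and no-compound control wells.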
* marks the source's active call; other numbers are inactive results; ? = inconclusive; . = no result given; & = joins results of further samples; [ ] = another dose, or the depositor's remark. Unless noted, the call rests on the fitted dose curve; in most records, active means well fitted curve in the direction sought with a large enough effect; inconclusive means small, poorly fitted or top-dose-only effect, or another doubt; inactive means no such curve, though single readings can be large; an effect the other way counts as inactive or inconclusive. Unless noted, on the % scale 0 is the no-effect control and ±100 the full control effect.

SMILES	Giardia FBPA inh	AMA1 RON2 block	HCV inhibitor	Sm TGR inh	HCMV inh	AmpC inh detg
COC(=O)c1cc(NC(C)=O)ccc1N1CCOCC1	-5%	-3%	2%	.	8	-4%
CC(NS(=O)(=O)c1ccccc1)C(c1cccs1)N1CCN(c2ccccc2)CC1 (stereo unspecified)	2%	-3%	-21%	1%	-33	-4%
C[C@H](CO)N1C[C@H](C)[C@@H](CN(C)C(=O)NC2CCCCC2)Oc2c(NC(=O)C3CCCCC3)cccc2C1=O	.	-4%	-3%	.	14	.
C[C@@H]1CN([C@@H](C)CO)C(=O)c2cc(NC(=O)C3CC3)ccc2O[C@H]1CN(C)C	.	-5%	19%	.	34	.
COc1cc(OC)cc(-c2c(C#Cc3ccsc3)c3cc(-c4ccc(OC)c(OC)c4)ccc3n2C)c1	.	2%	?	.	20	.
O=c1c(C(c2ccc(Cl)cc2)c2c(O)nc3n(c2=O)CCCS3)c(O)nc2n1CCCS2	12%	0%	17%	1.8µM*	1	3%
CCN1CCN(C(=O)c2ccc3c(c2)N(Cc2ccccc2)C(=O)c2ccccc2S3=O)CC1 (stereo unspecified)	10%	10%	-13%	-32%&-10%	17&12	-6%&-14%
O=C(COC(=O)CCC1CCCC1)NCc1ccc(Cl)cc1	2%	-10%	4%	?	-23	4%
CCOC(=O)CNc1nc(C(C)(C)C)nc2c1nnn2Cc1ccccc1Cl	-1%	11%	?	-6%	-8	?
Cc1ccc(C2=NN(CCC(=O)NCc3ccc4c(c3)OCO4)C(=O)CC2)cc1	7%	9%	-2%	-3%	-26	-15%
COCCN(C(=O)c1cc(S(=O)(=O)N2CCCCC2)ccc1Cl)c1c(N)n(CC(C)C)c(=O)[nH]c1=O	.	-17%	16%	-8%	-15	0%
O=C(NCc1ccco1)/C(=C/c1ccccc1F)NC(=O)c1ccccc1	4%	4%	17%	1%	-18	?
CNC1(c2nnnn2-c2c(C)cccc2C)CCOC(C)(C)C1 (stereo unspecified)	0%	7%	15%	2%	0	-6%
Cc1c(NC(=O)COC(=O)c2ncc(Cl)c(Cl)c2Cl)c(=O)n(-c2ccccc2)n1C	.	6%	8%	11%	-7	-12%
COc1ccccc1CNC(=O)CSc1ccc(-c2sc(-c3ccccc3)nc2C)nn1	.	.	.	0%	-10	-6%
CSc1nsc(N/N=C/c2ccccc2)c1C#N	0%	5%	-24%	-1%	-39	-1%
NS(=O)(=O)c1ccc(CNC(=O)c2cc(=O)[nH]c3ccccc23)cc1	3%	0%	13%	2%	-27	-6%
COCCOC(=O)C1=C(C)NC(=O)NC1C1CC=CCC1 (stereo unspecified)	11%	-8%	0%	-3%	-16	-10%
COc1cc2c(cc1OC)-c1cc(NCc3ccccn3)nc(=O)n1CC2	2%	?	16%	-37%	44	?
CCc1ccc(CNC(=O)c2cc3c(C)nc4ccccc4c3o2)cc1	-1%	-10%	11µM*	2%	-64*	-13%
COc1cc(O)oc1C=Nc1ccc(Cl)cc1Cl	-9%	16%	-6%	79µM*	41	4%
CC(=O)O[C@H]1C(=O)[C@]2(C)[C@H]([C@H](OC(=O)c3ccccc3)[C@]3(O)C[C@H](OC(=O)[C@H](O)[C@@H](NC(=O)c4ccccc4)c4ccccc4)C(C)=C1C3(C)C)[C@]1(OC(C)=O)CO[C@@H]1C[C@@H]2O	.	-6%	6.3µM*	.	-12	.
COc1ccc(CCCc2nnc(SCC(=O)Nc3nccs3)n2C)cc1C	1%	-10%	-13%	-11%	6	-2%
CCCOc1ccc(C(=O)Nc2c(C(=O)c3ccc(C)cc3)oc3ccccc23)cc1	.	.	.	0%	-15	24%
Cc1ccc(CNC(=S)NC2CCCCC2)cc1	-5%	16%	-15%	-27%	-33	?
O=C(OCc1cc(=O)n2ccsc2n1)c1ccc(OC(F)F)cc1	.	5%	-2%	4%	-20	0%
COc1cc(-c2nnc(SCc3cc(=O)oc4cc(O)c(O)cc34)o2)cc(OC)c1OC	?	?	?	-9%	67	-4%
O=C(CNC(=O)c1ccccc1)c1ccccc1	.	-3%	24%	-11%	35	0%
CC(=O)NC(C)C(c1cccs1)N1CCN(c2ccccc2)CC1 (stereo unspecified)	0%	2%	2%	5%	28	2%
COc1ccc(C)cc1NC(=O)c1cc2c(=O)n3ccccc3nc2n1C	-4%	20%	-11%	11%	?	3%
Cc1ccc(S(=O)(=O)N2CCCCC2)cc1NS(=O)(=O)c1ccc(Cl)c(C(=O)O)c1	.	7%	22%	0%	-18	-21%
C=CCN(c1ccccc1)S(=O)(=O)c1cc2c(cc1C)N(C)CCO2	-8%	?	?	0%	6	-10%
CCC(C(=O)Nc1ccc(C(=O)O)cc1NC(=O)C(CC)c1ccccc1)c1ccccc1 (stereo unspecified)	-11%	15%	18%	-16%	12	-4%
Cc1nc(/C=C/c2ccccc2)cc(/C=C/c2ccccc2)n1	0%	8%	-1%	-15%	12	3%
C=C1C(=O)O[C@H]2C[C@@H](C)[C@@H]3C=CC(=O)[C@@]3(C)C[C@H]12	3%	8%	-51%	35µM*	-99*	-1%
Oc1c(Cl)cc(Cl)cc1Sc1cc(Cl)cc(Cl)c1O	5%&14%	.	9%[8.37 µM]	-23%	.	?
CCOC(=O)c1oc2nc3c(cc2c1N)COC(C)(C)C3	4%	-2%	-29%	-29%	55	-10%
Cc1ccc(NC(=S)Nc2ccc3cn[nH]c3c2)cc1	-27%	-2%	-5%	-14%	-26	-4%
Cc1c(NC(=S)NC(=O)Cc2ccccc2)cccc1C(=O)O	11%	16%	0%	0%	10	7%
CC(=O)Nc1c(F)c(F)c(F)c(F)c1F	2%	19%	17%	-22%	-12	?
O=C(Cc1ccccc1)N1CCN(Cc2c[nH]c3ccccc23)CC1	1%	-8%	-7%	-1%	5	-18%
CS(=O)(=O)N1CCN(c2ccc([N+](=O)[O-])c(NCc3ccc(Cl)cc3)c2)CC1	0%	-1%	?	-9%	?	-22%
O=C(/C=N/O)Nc1cccnc1	-2%	13%	-2%	-23%	52	-8%
CCOC(=O)C(=Cc1ccc2c(c1)OCO2)c1ccccc1	.	43%[activator]	-14%	.	-2	.
COc1ccc(N2C(=O)CCC2(C#N)c2ccc(OC)cc2)cc1 (stereo unspecified)	4%	4%	-8%	-17%	1	-2%
Cc1ccc(C(C)NC(=O)/C(C#N)=C\c2c(C)[nH]c3ccccc23)cc1 (stereo unspecified)	-12%	-11%	-10%	-10%	-61*	-7%
CN(C(=O)c1coc(=O)c2ccccc12)c1ccccc1Cl	-3%	14%	22%	14%	-38	-1%
Cc1sc2nc(SCc3nnc(-c4cccs4)o3)n(C3CCCC3)c(=O)c2c1C	6%	29%	?	0%	-34	2%
CCOC(=O)Nc1ccc2c(c1)N(C(=O)CCN(C)C)c1ccccc1S2	-4%	-17%	13µM*	5%	-25	-3%
Cc1nn(C(C)CC(=O)O)c(C)c1C (stereo unspecified)	-1%	1%	19%	0%	43	-7%

The listing continues:
SMILES	Giardia FBPA inh	AMA1 RON2 block	HCV inhibitor	Sm TGR inh	HCMV inh	AmpC inh detg
NC(=O)c1cc(S(=O)(=O)NCc2ccccc2)cs1	3%	5%	-3%	-1%&-5%	-11&-13	-10%&1%
Cc1cc(=O)[nH]c2nnc(SCC(=O)N3CC(C)OC(C)C3)n12 (stereo unspecified)	.	-3%	-19%[8.37 µM]	-1%	-9	?
COc1cc(/C=C/C(=O)OCC(=O)N2CCCc3ccccc32)ccc1OCC#N	.	-1%	?	0%	-5	-12%
COC(=O)c1c(C(=O)OC)c(-c2cccc(C)c2)n2c1CS(=O)(=O)C2	-4%	-2%	4%	61%[activator]	-31	?
O=S(=O)(CCN1CCCCC1)Oc1ccc(Cl)cc1Cl	5%	16%	8%	0.45µM*	16	3%
C[n+]1ccc(CC2C(=[N+]([O-])[O-])C=Nc3ncnn32)cc1 (stereo unspecified)	-2%	5%	10%	6%	21	0%
COc1cc2c3c(c1OC)C1(C=CC(=NNC(N)=O)C=C1)CC3N(C(C)=O)CC2 (stereo unspecified)	3%	0%	4%	-3%	-5	-6%
O=C(C1CCN(S(=O)(=O)c2ccc(Br)s2)CC1)N1CCN(c2ccc(F)cc2)CC1	.	.	.	0%	-31	1%
C=CCN1C(=O)CN=C1Nc1ccccc1	-14%	-16%	6%	?	48	?
CCc1nnc(NCC(=O)N2CCc3ccccc32)s1	-3%	20%	-7%	-23%	62	5%
COc1ccc(Cc2nnc(NC(=O)c3ccco3)s2)cc1	.	-4%	5%	-3%	145	0%
CCOC(=O)C1CCCN(CC(O)COc2cccc(C)c2)C1 (stereo unspecified)	-4%	0%	5%	1%	32	-4%
CCn1cc(C(=O)O)c(=O)c2cc(OC)ccc21	-3%	16%	12%	3%	-11	-11%
O=C(O)CCc1ccc(S(=O)(=O)Nc2ccc(OCc3ccccc3)cc2)cc1	7%	7%	?	-19%	10	1%
O=C(NCCc1ccccc1)c1nn(-c2ccc(F)cc2)nc1CO	.	.	.	4%	-17	21%
c1ccc2c(c1)oc1c(N3CCN(Cc4ccc5c(c4)OCO5)CC3)ncnc12	0%	-13%	?	4%	12	2%
COc1ccc(CNC(=O)C(C)n2nc(C)c3c(C)n(-c4ccc(C)cc4)nc3c2=O)cc1 (stereo unspecified)	15%	14%	?	0%	-68*	-4%
Cc1sc2ncnc(N3CCC(C(=O)Nc4ccc(C#N)cc4)CC3)c2c1C	.	0%	7%	2%	-3	?
CCCCn1c(N)c(N(CCOC)C(=O)c2cc(=O)[nH]c3ccccc23)c(=O)[nH]c1=O	.	8%[11.6 µM]	3%	-22%	-27	7%
CC(C)(C)C(=O)Nc1ccc(S(=O)(=O)c2ccc(NC(=O)C(C)(C)C)cc2)cc1	-2%	21%	-3%	2%	23	-8%
